RBBP9 inh = human RBBP9 hydrolase inhibition. inhibition, % at 7.94 µM. 0.2% of 220,000 active. AID 1515. recombinant RBBP9, FP-Rh probe fluorescence polarization. O75884;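 active = inhibition above the campaign mean of all tested compounds plus 3 SD, cut at about 14% in these data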;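 note: plate controls were DMSO wells with RBBP9 for no effect and wells lacking RBBP9 protein for full effect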
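system = RBBP9 protein | input = RBBP9 at 2.5 µM in dispensed solution, before mixing | measured by = fluorescence polarization (mP), excitation 525 nm, emission 598 nm | incubation = enzyme-compound preincubation 30 min, then probe labeling 45 min, 25 °C | buffer or medium = Tris-NaCl-Pluronic buffer, pH 8.0 | compound = single dose 7.94 µM | also added = FP-Rh probe, 375 nM dispensing solution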
NPY-Y2 PAM-ag = human NPY-Y2 potentiation or agonism, primary screen; P49146; cells expressing NPY-Y2, potentiator/agonist read-out; activation, % at 3.6 µM; 0.45% of 220,000 active; AID 1359; in the data active = activation above about 27%;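 note: cells stimulated with NPY near EC25 plus isoproterenol at EC100; 0% = vehicle plus submaximal agonist and 100% = vehicle plus saturating agonist; some results beyond the cut were filed as inactive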
Target sequence (P49146 whole entry, looked up): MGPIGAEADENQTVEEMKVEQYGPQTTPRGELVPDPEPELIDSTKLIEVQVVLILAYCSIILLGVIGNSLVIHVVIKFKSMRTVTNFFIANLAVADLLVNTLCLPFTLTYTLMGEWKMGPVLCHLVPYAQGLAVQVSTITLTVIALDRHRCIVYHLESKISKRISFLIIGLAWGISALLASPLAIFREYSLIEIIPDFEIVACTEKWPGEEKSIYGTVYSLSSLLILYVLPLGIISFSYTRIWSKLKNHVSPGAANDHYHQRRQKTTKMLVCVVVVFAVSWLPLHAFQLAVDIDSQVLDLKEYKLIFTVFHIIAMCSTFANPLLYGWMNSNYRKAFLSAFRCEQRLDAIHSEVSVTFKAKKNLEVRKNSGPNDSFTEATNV
p97 ATPase inh = blocks human p97 ATPase activity; inhibition, % at 8 µM; P55072; recombinant p97 ATPase, Kinase-Glo ATP luminescence, 3 h; 0.42% of 220,000 active; in the data active = inhibition above about 15%;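 note: 0% = DMSO vehicle and 100% = wells lacking enzyme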
NPY-Y1 antag = blocks the human neuropeptide Y Y1 receptor; P25929; HEK293-CNG Y1 cells, membrane potential fluorescence; NPY at EC95, then isoproterenol; inhibition, % at 3.6 µM; 1% of 200,000 active;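 active = inhibition above the campaign mean inhibition of all tested compounds plus 3 SD, cut at about 20% in these data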;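 note: 0% = DMSO wells given NPY plus isoproterenol and 100% = isoproterenol alone without NPY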
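Benchmarks – high control isoproterenol alone, low control NPY with isoproterenol · Material – HEK293 Y1/CNG channel cell line · Times – dye 3 h, compound 60 min room temperature, stimulation 45 min · Probe or stimulus – NPY (25 nM), isoproterenol (1 µM), Ro 20-1724 (25 µM) · Evaluation – % inhibition of NPY effect · Signal – fluorescence, membrane potential probe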
Runt-SMMHC FRET = blocks binding of human RUNX1 Runt domain to CBFb-SMMHC. 0.74% of 220,000 active. Q01196+Q13951. inhibition, % at 20 µM. AID 1434. Cerulean-Runt/Venus-CBFb-SMMHC FRET ratio 530/480, 1 h;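 active = mean inhibition across duplicate retests at 20 µM reaching about 50%, limit read from the data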;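 note: 0% = DMSO wells and 100% = wells with excess untagged CBFb-SMMHC; inhibitors lower the FRET ratio by blocking Runt binding to CBFb-SMMHC; some results filed as inactive read as strong as hits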
Hck Nef HTS = human Hck-Nef kinase inhibition. P08631. Recombinant Hck-YEEI plus Nef, Z-Lyte FRET kinase assay. inhibition, % at 20 µM. 0.68% of 220,000 active. AID 463187;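 active = Hck-Nef kinase inhibition above about 50%, limit read from the data; inactive = inhibition below that limit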;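 note: 0% = DMSO with Hck plus Nef and 100% = Hck alone without Nef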
Target sequence (P08631 whole entry, looked up): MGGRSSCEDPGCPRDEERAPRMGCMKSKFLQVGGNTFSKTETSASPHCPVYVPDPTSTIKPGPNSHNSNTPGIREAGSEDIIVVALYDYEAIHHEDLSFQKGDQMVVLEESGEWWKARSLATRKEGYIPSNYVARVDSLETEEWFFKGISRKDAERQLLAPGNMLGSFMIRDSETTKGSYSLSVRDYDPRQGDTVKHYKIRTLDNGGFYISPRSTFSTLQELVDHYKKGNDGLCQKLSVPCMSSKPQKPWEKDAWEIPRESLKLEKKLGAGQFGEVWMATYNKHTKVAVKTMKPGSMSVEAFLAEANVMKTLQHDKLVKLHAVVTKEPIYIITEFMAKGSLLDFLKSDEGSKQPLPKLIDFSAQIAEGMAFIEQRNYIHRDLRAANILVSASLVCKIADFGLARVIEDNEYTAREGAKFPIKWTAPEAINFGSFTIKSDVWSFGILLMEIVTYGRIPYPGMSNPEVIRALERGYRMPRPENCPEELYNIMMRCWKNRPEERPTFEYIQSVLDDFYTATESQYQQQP
Runt-CBFb FRET = Runt domain-CBFb interaction inhibition | Cerulean-Runt/Venus-CBFb FRET ratio 530/480, 1 h | 0.46% of 220,000 active | inhibition, % at 20 µM | Q01196+Q13951;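 active = inhibition over about 50% at 20 µM in the single-dose screen, limit read from the data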;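 note: 0% = DMSO wells and 100% = excess unlabeled CBFb competitor control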
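Reagent – Venus-CBFb binding partner, 100 nM · Assay system – Cerulean-tagged RUNX1 Runt domain (FRET donor) fusion protein · Input – 100 nM per protein · Incubation – two 1 h room-temperature incubations shielded from light · Measured by – FRET fluorescence · Medium – Tris buffer pH 7.5 with salts and BSA · Benchmarks – unlabeled CBFb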
MDM2 E3 inh = Mdm2 E3 ligase (human) inhibition. Q00987. cell-based MDM2 ubiquitination luciferase reporter, 2 h; 0 = plate control, 100 = twice control, blank-subtracted. signal enhancement, % at 5 µM. 0.11% of 210,000 active. AID 1230;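 active = signal enhancement of 30% or more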;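 note: luminescence tracks abundance of the self-degrading MDM2-luciferase fusion protein; higher signal means inhibition of MDM2 E3 ligase activity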
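Assay system: stable mammalian line carrying autodegrading MDM2–luciferase fusion reporter; Input: 2000 cells in each well; Compound dosing: single-point 5 µM; Schedule: 2 h compound exposure at 37 °C; Signal: SteadyLite luciferase luminescence after 15 min room-temperature reagent incubation; Evaluation: % luminescence enhancement versus blank-corrected plate control mean; Benchmarks: plate controls and plate blanks.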
NPY1 pot ag = potentiates or activates human NPY-Y1 receptor. NPY-Y1 expressing cells, potentiator/agonist activation. 0.37% of 220,000 active. P25929. activation, % at 3.6 µM; in the data active = activation above about 33%, passing the limit was not always enough;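 note: cells stimulated with NPY at EC10 then isoproterenol at EC100; 0% = low agonist plus stimulus and 100% = saturating agonist plus stimulus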
Starred values were filed as active, the others as inactive; x = no result given.

SMILES	RBBP9 inh	NPY-Y2 PAM-ag	p97 ATPase inh	NPY-Y1 antag	Runt-SMMHC FRET	Hck Nef HTS	Runt-CBFb FRET	MDM2 E3 inh	NPY1 pot ag
Cc1cc(C(=O)Nc2ccc(S(=O)(=O)Nc3nccs3)cc2)c(C)o1	-6	-17	-1	7	2	0	4	-12	-16
O=C(Nc1ccc(Cl)cn1)c1cc2ccccc2o1	-11	-18	-1	1	2	-1	0	-19	-15
CC(=S)/C=C1\Sc2ccccc2N1C	3	0	4	10	37	1	48	-10	23
O=C(c1cccs1)N1CCCC(c2nc3c(nnn3Cc3ccccc3)c(=O)[nH]2)C1 (centres undefined)	1	-13	5	x	0	27	0	x	-8
CC(=O)NCCn1c(C)cc2ccccc21	x	x	x	x	-63	-1	-5	-16	x
S=C(NC1CCCCC1)N1CCn2cccc2C1c1ccncc1 (centres undefined)	-7	2	3	-1	1	12	0	-17	13
CCCCNC(=O)NCC(=O)Nc1ccc(F)c(F)c1	3	13	3	-5	0	0	-2	-21	-2
O=C(O)/C=C/C(=O)Nc1ccc(Oc2ccc(NC(=O)/C=C/C(=O)O)cc2)cc1	1	7	5	1	-1	0	1	-1	9
O=C(CCOc1ccccc1)N1CCN(c2ccc(O)cc2)CC1	-1	2	0	x	5	5	41	-3	2
CCOC(=O)C1CCCN(C(=O)c2ccc3c(c2)OCO3)C1 (centres undefined)	-3	-20	-3	0	0	-6	-3	-39	-8
CCOCCCNC(=O)C(c1ccc(OC)cc1)N(Cc1cccs1)C(=O)CNC(C)=O (centres undefined)	-8	5	5	5	4	23	1	-1	9
Cc1ccnc(NC(NC(=O)C(C)C)(C(F)(F)F)C(F)(F)F)c1	-13	6	-3	-4	0	-22	-1	-8	-22
O=C(Oc1coc(CSc2ncccn2)cc1=O)c1ccco1	-9	3	0	-2	-4	8	0	-28	-5
O=C(Nc1nnc(C2CC2)s1)c1ccc(S(=O)(=O)c2ccccc2)cc1	-8	-1	-1	-1	0	1	2	-5	-3
COc1ccccc1NC(=O)Nc1nnc(CC(=O)Nc2ccccc2C)s1	-7	5	-3	0	-1	-11	-1	-2	3
CC1(C)S[C@@H]2[C@H](NC(=O)C(C(=O)O)c3ccccc3)C(=O)N2[C@H]1C(=O)O (some centres undefined)	-4	6	8	3	4	-3	1	x	-1
CCOC(=O)c1ccc(NC(=O)c2nc[nH]c2C(=O)N[C@@H](CCCCNC(=O)OC(C)(C)C)C(=O)OC(C)(C)C)cc1	x	x	x	x	0	34	-6	-4	x
CN(c1ccc(C(=O)N2CCCCC2)cc1)S(C)(=O)=O	-7	-7	6	-5	-2	-1	1	-8	6
O=C(Cn1cccc1C(=O)c1ccccc1)NCCCN1CCOCC1	-2	9	10	12	1	0	-2	-6	8
O=C(/C=C/c1ccc2c(c1)OCO2)NCC1CCCO1 (centres undefined)	-7	-4	0	15	0	27	2	-11	-6
CCN(CC)C(=O)C(=O)Nc1ccc(OCc2ccccc2)cc1	10	25	1	-3	1	4	0	-10	18
CCOC(=O)c1c(C)oc2ccc(NS(=O)(=O)c3ccc(C(=O)O)cc3)cc12	-4	5	9	2	-1	25	1	-12	10
Nc1cccn2c(-c3ccc(Cl)cc3)cnc12	0	6	12	-3	23	21	23	-10	14
CC1CN(C(=O)CN2C(=O)c3ccccc3C2=O)CC(C)O1 (centres undefined)	0	-1	-1	-1	2	-1	2	-10	-7
O=C(NCc1ccccc1)C1=C[C@@H](C2CCCCC2)C[C@@H](OCc2ccc(CO)cc2)O1	-3	1	-1	-3	-3	-8	-2	x	10
CCc1n[nH]c(=S)n1/N=C/c1cc(OC)cc([N+](=O)[O-])c1O	-1	-9	2	0	0	17	8	1	2
Cc1ccc(-c2noc(CCCN3C(=O)c4ccccc4C3=O)n2)cc1	-3	4	0	10	2	-1	-3	-10	0
O=C(CN1CCN(c2ncccn2)CC1)N(Cc1ccccc1)c1ccc(F)cc1	-4	9	-11	3	-2	1	-2	-22	23
COc1cc(SC#N)ccc1N=Cc1c(C)[nH]n(-c2ccc(C)cc2)c1=O	5	7	-19	2	-59	11	6	-16	6
Cc1cc(-c2ccc(/C=N/n3cnnc3)o2)c([N+](=O)[O-])cc1C	-9	-13	5	1	11	26	10	-5	-17
Cc1cccc(Nc2nc(N)nc(CSc3nccc(C)n3)n2)c1	-10	-1	2	-1	1	6	-2	-6	-9
O=C(O)CC1S/C(=N/N=C2CCCCC2)N(c2ccccc2)C1=O (centres undefined)	-7	-12	1	-2	3	2	-1	6	6
O=C(NCCc1ccccc1)c1cc2ncc(Br)cn2n1	-5	-13	1	9	-2	1	0	-7	-17
FC(F)(F)Oc1ccc(NC(=S)NCCCN2CCOCC2)cc1	2	-9	6	-1	6	15	8	4	19
CNC(=O)c1ccc(-c2ccc(F)cc2)s1	-6	14	6	1	0	1	2	-7	-5
CCOC(=O)C1CCCN(C(=O)C(C)(C)Oc2ccc(Cl)cc2)C1 (centres undefined)	-7	-5	1	9	0	20	-2	0	0
Fc1cccc(NC(=S)N2CCCC2)c1	-1	11	1	4	3	2	0	4	-15
CC1CCC/C(=N\Nc2ccc(Cl)c(C(=O)O)c2)C1 (centres undefined)	-1	3	1	3	-4	3	1	11	-5
CCOCC(=O)Nc1c(C)n(C)n(-c2ccccc2)c1=O	-9	-2	0	2	-2	23	-2	2	2
O=C(O)CCCN1C(=O)C2C3CC(C2C1=O)C1C(c2ccccc2)c2sc(=O)[nH]c2SC31 (centres undefined)	3	5	2	0	15	-76	14	-1	6
N#C/C(=C\c1ccc(-c2cccc(Cl)c2)o1)C(=O)Nc1cccc2cccnc12	-13	2	2	1	-176	27	-25	-11	1
CN1CCN(c2nc3c(c(=O)n(C)c(=O)n3C)n2Cc2cccc3ccccc23)CC1	-1	8	0	3	0	0	-1	x	-7
COC(=O)CN(c1ccccc1C)S(C)(=O)=O	-3	-9	0	4	0	1	-2	-13	-8
COc1cccc(C(=O)N(Cc2ccccc2)Cc2cc3cc4c(cc3[nH]c2=O)OCCO4)c1	-10	-7	7	-6	-7	0	0	-7	5
Cn1c(=O)n(C)c2cc(/C=N/NC(=O)c3cc4cc(Br)ccc4o3)ccc21	-2	-2	-5	x	-5	-31	2	-76	9
O=C(CSc1nnc(Cc2ccccc2)o1)Nc1ccc2c(c1)OCO2	0	-4	-6	10	0	-1	2	4	-3
O=[N+]([O-])c1ccc(N2CCN(S(=O)(=O)c3ccccc3)CC2)cc1NCCN1CCOCC1	1	2	-2	2	-6	2	-7	3	-2
COc1ccc(C(=O)C2CCCN(C(=O)c3cccnc3OC)C2)c(C)c1 (centres undefined)	-8	-5	-1	3	0	10	1	-14	2
COc1ccc(N(Cc2cc3ccc(C)cc3[nH]c2=O)C(=O)C2CCCO2)cc1 (centres undefined)	-7	19	2	x	1	15	1	-10	5
Cc1ccc2[nH]c(SCC(=O)N3CCOCC3)nc2c1C	6	14	2	6	-2	1	0	-12	12
CCOC(=O)Cc1cnc(NC(=O)CSc2nc(N)cc(=O)[nH]2)s1	-7	1	-2	3	2	17	-1	-11	-19
O=C(Cc1cccs1)OCC(=O)c1ccco1	1	15	4	1	0	5	1	-10	32
OC(COc1ccc(Cl)cc1)CN1C2=NCCCN2c2ccccc21 (centres undefined)	-6	-14	1	9	3	1	2	-7	-28
CC1(C)CC(C)(O)N(Cc2ccccc2)C(=S)N1 (centres undefined)	0	14	6	-4	-1	4	-1	-14	15
Cc1ccc(C(=O)N/C(=C\c2sccc2C)C(=O)NCc2ccncc2)cc1	3	1	0	0	3	3	2	0	-17
COCCN(C(=O)CCC(=O)Nc1nccs1)C(C(=O)NC(C)(C)C)c1ccc(Cl)cc1 (centres undefined)	-7	6	1	5	2	18	-3	-7	13
Cc1cc(OCCCn2ccnc2)cc(C(C)C)c1	-1	-9	0	-6	-2	1	-2	-10	1
CC(C)c1cc(C(=O)N/N=C/c2cccnc2)cs1	-1	13	4	2	-2	6	0	5	11
O=C(CCC(=O)c1ccc(Br)cc1)Nc1cccnc1	-6	7	6	0	3	15	0	-4	18
CCN(CC)CC(=O)N(CC(=O)Nc1c(C)cc(C)cc1C)C1CCCCC1	-11	-4	3	4	-1	0	2	-15	7

The closing three entries of the section before lead into the next.
SMILES	RBBP9 inh	NPY-Y2 PAM-ag	p97 ATPase inh	NPY-Y1 antag	Runt-SMMHC FRET	Hck Nef HTS	Runt-CBFb FRET	MDM2 E3 inh	NPY1 pot ag
CC(C)c1cc(C(=O)N/N=C/c2cccnc2)cs1	-1	13	4	2	-2	6	0	5	11
O=C(CCC(=O)c1ccc(Br)cc1)Nc1cccnc1	-6	7	6	0	3	15	0	-4	18
CCN(CC)CC(=O)N(CC(=O)Nc1c(C)cc(C)cc1C)C1CCCCC1	-11	-4	3	4	-1	0	2	-15	7
CCOc1ccc(S(=O)(=O)NC2CC2)cc1C(N)=O	-5	0	3	0	-3	25	3	-22	-4
COc1cccc(-n2ccnc2SCC(=O)NCc2ccccc2)c1	-4	-3	-2	-1	-2	0	-1	-9	-7
Cc1cc(Nc2ccc(C(=O)O)cc2)n2nc(C)nc2n1	-3	5	-2	4	2	19	-1	-10	-3
O=C(CN1CCN(c2ccccn2)CC1)NC1CCCCC1	-6	-14	2	-2	0	-1	0	-5	-7
O=C(/C=C/c1cccc([N+](=O)[O-])c1)NCc1ccco1	-6	6	6	-3	0	4	-2	-13	2
C=CCSC1=C(C#N)C(c2ccccc2OC)CC(=O)N1 (centres undefined)	4	0	-2	0	-6	-1	1	2	14
COc1ccc(C2NC(=O)NC(C)=C2C(=O)OCc2ccc3c(c2)OCO3)cc1OC (centres undefined)	-2	-16	-7	2	-3	5	1	-21	-27
Cc1[nH]n(-c2ccccc2)c(=O)c1/C=C1/C=c2ccccc2=N1	0	-3	1	19	-5	20	-3	14	8
COc1ccc(NC(=O)Cc2c(Cl)cccc2Cl)cn1	-3	1	0	4	-2	15	2	-3	-5
CCc1cccc2c(C(=O)CSc3nncn3-c3ccccc3OC)c[nH]c12	-7	-8	9	-3	-101	1	0	-9	2

Source: PubChem
